NSD2 inh – NSD2 (human) methyltransferase inhibition | O96028 | NSD2-SET H3K36me1 DELFIA fluorescence, biochemical | inhibition, % at 12.5 µM | hit rate 0.07% among 44,000 | AID 624260; in the data active = inhibition above about 54%, passing the limit was not always enough; inconclusive = no clear call, values can overlap the other calls;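 note: inhibitors reduce the monomethyl H3K36 fluorescence signal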
Target sequence (O96028 whole entry, looked up): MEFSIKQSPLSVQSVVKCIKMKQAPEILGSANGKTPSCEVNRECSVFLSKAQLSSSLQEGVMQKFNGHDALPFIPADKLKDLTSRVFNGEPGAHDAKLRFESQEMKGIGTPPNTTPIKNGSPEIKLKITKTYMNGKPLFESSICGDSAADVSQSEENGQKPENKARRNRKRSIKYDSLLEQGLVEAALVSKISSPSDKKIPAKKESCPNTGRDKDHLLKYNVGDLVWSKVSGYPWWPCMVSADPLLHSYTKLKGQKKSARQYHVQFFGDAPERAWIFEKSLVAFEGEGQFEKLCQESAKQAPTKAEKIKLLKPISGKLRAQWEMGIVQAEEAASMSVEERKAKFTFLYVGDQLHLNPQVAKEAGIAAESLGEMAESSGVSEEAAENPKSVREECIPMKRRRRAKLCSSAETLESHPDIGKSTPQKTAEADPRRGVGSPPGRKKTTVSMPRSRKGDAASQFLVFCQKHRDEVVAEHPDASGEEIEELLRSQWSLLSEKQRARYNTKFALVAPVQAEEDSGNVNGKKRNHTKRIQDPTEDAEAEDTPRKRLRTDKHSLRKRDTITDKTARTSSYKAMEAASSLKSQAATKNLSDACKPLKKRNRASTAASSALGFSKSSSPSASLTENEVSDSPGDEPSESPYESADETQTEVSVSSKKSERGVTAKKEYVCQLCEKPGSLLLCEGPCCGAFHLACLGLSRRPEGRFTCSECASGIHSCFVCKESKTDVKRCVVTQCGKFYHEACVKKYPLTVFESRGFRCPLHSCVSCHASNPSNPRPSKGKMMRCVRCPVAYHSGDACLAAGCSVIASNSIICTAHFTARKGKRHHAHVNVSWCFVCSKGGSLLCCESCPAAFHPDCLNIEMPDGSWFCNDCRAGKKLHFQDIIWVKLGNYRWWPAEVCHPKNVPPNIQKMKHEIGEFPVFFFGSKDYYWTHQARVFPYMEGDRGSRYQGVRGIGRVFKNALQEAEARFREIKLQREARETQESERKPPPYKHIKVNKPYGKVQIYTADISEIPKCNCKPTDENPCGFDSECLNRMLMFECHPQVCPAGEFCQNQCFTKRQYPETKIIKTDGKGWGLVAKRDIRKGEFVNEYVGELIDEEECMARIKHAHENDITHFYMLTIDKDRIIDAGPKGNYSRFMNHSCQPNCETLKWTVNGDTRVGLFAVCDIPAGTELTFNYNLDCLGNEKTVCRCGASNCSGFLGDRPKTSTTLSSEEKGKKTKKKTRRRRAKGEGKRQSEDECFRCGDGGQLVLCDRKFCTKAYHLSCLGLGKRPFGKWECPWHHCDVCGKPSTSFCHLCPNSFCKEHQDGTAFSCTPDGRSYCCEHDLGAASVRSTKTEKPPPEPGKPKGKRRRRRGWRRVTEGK
The depositor's hits bear a star; i = inactive; ? = inconclusive. The list is partial, so the mix of outcomes need not match the whole.

molecule | NSD2 inh
C[C@H]1CN([C@@H](C)CO)C(=O)Cc2cc(NC(=O)Nc3ccc(C(F)(F)F)cc3)ccc2O[C@@H]1CN(C)C(=O)Nc1cccc2ccccc12 | -9
C[C@@H]1CN([C@@H](C)CO)C(=O)Cc2cc(NC(=O)Nc3ccccc3)ccc2O[C@H]1CN(C)CC1CCCCC1 | -1
Cc1cc(C(=O)Nc2cccc3c2O[C@@H](CN(C)C(=O)NC2CCCCC2)[C@@H](C)CN([C@H](C)CO)C3=O)n(C)n1 | 1
CC(C)NC(=O)Nc1ccc2c(c1)CC(=O)N([C@@H](C)CO)C[C@@H](C)[C@H](CN(C)Cc1ccc(C(F)(F)F)cc1)O2 | 0
CCCNC(=O)N(C)C[C@@H]1Oc2ncc(C#CC3CC3)cc2C(=O)N([C@@H](C)CO)C[C@H]1C | 15
Cc1ccccc1-c1ccc2c(c1)O[C@@H](CN(C)Cc1ccncc1)[C@@H](C)CN([C@@H](C)CO)S2(=O)=O | 3
O=C(NO)c1cccc(C(=O)N/N=C/c2cccc3ccccc23)c1 | -4
C[C@@H]1CN([C@@H](C)CO)C(=O)c2cc(NC(=O)C3CCCCC3)ccc2O[C@@H]1CN(C)Cc1ccccc1 | 0
CCCC#Cc1cnc2c(c1)C(=O)N([C@@H](C)CO)C[C@@H](C)[C@H](CN(C)C(=O)NC1CCCC1)O2 | 2
C[C@H](CO)N1C[C@H](C)[C@@H](CN(C)S(=O)(=O)c2cn(C)cn2)Oc2ccc(NC(=O)C3CC3)cc2CC1=O | -12
C[C@H](CO)N1C[C@H](C)[C@@H](CN(C)C(=O)Nc2cccc3ccccc23)Oc2c(NC(=O)Nc3ccccc3)cccc2C1=O | -5
C[C@@H]1CN([C@H](C)CO)C(=O)Cc2cc(NC(=O)NC3CCCCC3)ccc2O[C@H]1CN(C)S(=O)(=O)c1ccc(Cl)cc1 | -2

Remaining list, next part
molecule | NSD2 inh
O=C(NCCCn1cc(C(=O)NO)nn1)Nc1ccccc1 | 1
C[C@H](CO)N1C[C@H](C)[C@@H](CN(C)C(=O)c2ccncc2)Oc2cc(-c3cccc(C#N)c3)ccc2S1(=O)=O | 2
Cc1noc(C)c1NC(=O)Nc1ccc2c(c1)C(=O)N([C@@H](C)CO)C[C@H](C)[C@@H](CN(C)S(=O)(=O)c1cccs1)OCCCC[C@H](C)O2 | -1
O=S(=O)(c1ccccc1)N(CC(F)(F)F)c1ccc(C(O)(C(F)(F)F)C(F)(F)F)cc1 | -1
COCC#Cc1ccc2c(c1)O[C@H](CN(C)Cc1ccccn1)[C@H](C)CN([C@H](C)CO)S2(=O)=O | 5
C[C@@H]1CN([C@@H](C)CO)C(=O)c2cc(NS(=O)(=O)c3cn(C)cn3)ccc2O[C@H]1CN(C)Cc1ccc(C(=O)O)cc1 | 0
C[C@@H]1CN([C@H](C)CO)C(=O)c2cc(-c3ccc(F)cc3)cnc2O[C@@H]1CN(C)C(=O)c1ccccc1F | -2
C[C@@H]1CN([C@@H](C)CO)C(=O)c2cc(NS(=O)(=O)c3cn(C)cn3)ccc2O[C@@H](C)CCCCO[C@H]1CN(C)S(=O)(=O)c1cn(C)cn1 | ?
C[C@@H]1CCCCO[C@@H](CN(C)C(=O)NC2CCCCC2)[C@H](C)CN([C@H](C)CO)C(=O)c2cc(N(C)C)ccc2O1 | -2
C[C@H](O)C#Cc1ccc2c(c1)O[C@@H](CN(C)Cc1ccncc1)[C@H](C)CN([C@@H](C)CO)S2(=O)=O | 0
Cc1ccc(S(=O)(=O)N(C)C[C@H]2Oc3ccc(NC(=O)c4ccncc4)cc3CC(=O)N([C@@H](C)CO)C[C@@H]2C)cc1 | 1
COc1ccc(S(=O)(=O)N(C)C[C@@H]2Oc3ccc(NC(=O)CCN4CCOCC4)cc3CC(=O)N([C@H](C)CO)C[C@H]2C)cc1 | -9

(next part)
molecule | NSD2 inh
C[C@@H]1CN([C@@H](C)CO)C(=O)c2cc(-c3ccc(C(=O)N(C)C)cc3)cnc2O[C@H]1CN(C)C(=O)C1CC1 | -5
O=C(N[C@H]1CC[C@@H](CC(=O)N2CCOCC2)O[C@H]1CO)c1ccccn1 | -4
C[C@@H]1CCCCO[C@@H](CN(C)C(=O)Cc2ccccc2)[C@@H](C)CN([C@H](C)CO)C(=O)c2cc(NS(=O)(=O)c3ccc(F)cc3)ccc2O1 | -1
C[C@H](CO)N1C[C@H](C)[C@@H](CN(C)C(=O)C2CCC2)Oc2ncc(C#Cc3cccc(F)c3)cc2C1=O | -2
COC(=O)C[C@H]1CC[C@@H](N)[C@H](CO)O1 | 6
COc1ccc(S(=O)(=O)Nc2ccc3c(c2)C(=O)N([C@H](C)CO)C[C@@H](C)[C@H](CN(C)S(=O)(=O)c2cn(C)cn2)OCCCC[C@@H](C)O3)cc1 | 0
C[C@@H]1CCCCO[C@H](CN(C)C(=O)c2ccncc2)[C@H](C)CN([C@@H](C)CO)C(=O)c2cc(N(C)C)ccc2O1 | 0
CNC[C@@H]1OCCCC[C@@H](C)Oc2ccc(NC(=O)c3ccccc3)cc2C(=O)N([C@@H](C)CO)C[C@H]1C | 2
CS(=O)(=O)Nc1ccc2c(c1)[C@H]1C[C@@H](CC(=O)N3CCCCC3)O[C@H](CO)[C@H]1O2 | -2
C[C@H](CO)N1C[C@H](C)[C@H](CN(C)S(=O)(=O)c2ccccc2)Oc2ccc(NS(=O)(=O)c3cccs3)cc2CC1=O | 1
CC(=O)Nc1ccc(NC(=O)CSc2nnc3c4ccccc4n(C)c3n2)cc1 | 2
C[C@@H]1CCCCO[C@H](CN(C)CC2CCCCC2)[C@H](C)CN([C@H](C)CO)C(=O)c2cc(NS(=O)(=O)c3ccccc3)ccc2O1 | -3

Continued:
molecule | NSD2 inh
C/C=C/c1cnc2c(c1)C(=O)N([C@H](C)CO)C[C@@H](C)[C@@H](CN(C)Cc1ccccc1)O2 | -6
CC(C)NC(=O)Nc1ccc2c(c1)C(=O)N([C@@H](C)CO)C[C@@H](C)[C@@H](CN(C)Cc1ccc(C(=O)O)cc1)O2 | 2
CC(C)CC#Cc1ccc2c(c1)O[C@H](CN(C)Cc1cccc(F)c1)[C@@H](C)CN([C@@H](C)CO)S2(=O)=O | -10
Cc1ccc(-n2ncc(N(C)N3CC(C)(C)C3=O)c(Cl)c2=O)cc1 | 7
C[C@H](CO)N1C[C@H](C)[C@@H](CN(C)Cc2ccc3c(c2)OCO3)Oc2c(NS(C)(=O)=O)cccc2C1=O | 15
C[C@H](CO)N1C[C@H](C)[C@@H](CN(C)Cc2ccc(-c3ccccc3)cc2)Oc2c(NS(=O)(=O)c3ccc(Cl)cc3)cccc2C1=O | i
C[C@@H]1CN([C@@H](C)CO)C(=O)c2cccc(NS(=O)(=O)c3cccs3)c2O[C@@H]1CN(C)Cc1ccc(Oc2ccccc2)cc1 | 27
C[C@H]1CN([C@@H](C)CO)C(=O)CCCn2nncc2CO[C@H]1CN(C)S(=O)(=O)c1ccc2ccccc2c1 | 1
COc1ccc(CN(C)C[C@H]2OCCCC[C@@H](C)Oc3ccc(NS(=O)(=O)c4cn(C)cn4)cc3C(=O)N([C@@H](C)CO)C[C@H]2C)cc1 | 0
CC(=O)OCC/C(=C\CC1(O)C(C)CCC2C(C)(C)CCCC21C)COC(C)=O (centres undefined) | -3
C[C@@H]1CN([C@H](C)CO)C(=O)Cc2cc(NC(=O)C3CCCCC3)ccc2O[C@H]1CN(C)Cc1ccncc1 | -5
COc1ccc(S(=O)(=O)Nc2ccc3c(c2)C(=O)N([C@@H](C)CO)C[C@H](C)[C@@H](CN(C)C(=O)NC(C)C)O3)cc1 | 3

(cont.)
molecule | NSD2 inh
COc1ccc(S(=O)(=O)Nc2cccc3c2O[C@@H](CN(C)C(=O)Nc2ccc(F)cc2)[C@H](C)CN([C@@H](C)CO)C3=O)cc1 | -2
C[C@H]1ON(c2ccc(C(=O)OC(C)(C)C)cc2)[C@@H](c2ccc(O)cc2)[C@@H]1C(=O)N1C(=O)OC[C@@H]1c1ccccc1 | -7
CCCC#Cc1cnc2c(c1)C(=O)N([C@@H](C)CO)C[C@H](C)[C@@H](CN(C)C(=O)Cc1ccccc1)O2 | -2
Cc1ccc(S(=O)(=O)Nc2cccc3c2O[C@@H](CN(C)S(=O)(=O)c2ccc(Cl)cc2)[C@H](C)CN([C@H](C)CO)C3=O)cc1 | 1
C[C@H](CO)N1C[C@H](C)[C@H](CN(C)CC2CCOCC2)Oc2ncc(C#C[C@@H](C)O)cc2C1=O | -3
Cc1nc(-c2cc(C#N)c(Oc3ccc(C(F)(F)F)cc3)nc2C)cs1 | -8
CCOc1cc(C2N3CCc4ccccc4C3CN2S(=O)(=O)c2ccc(C)cc2)ccc1OC (centres undefined) | 29
CCCCn1c(CSc2ccccn2)cn(-c2nnc(C(C)(C)C)s2)c1=O | 1
C/C=C/c1cnc2c(c1)C(=O)N([C@H](C)CO)C[C@@H](C)[C@@H](CN(C)C(=O)Cc1cccnc1)O2 | -1
C[C@@H]1CN([C@H](C)CO)C(=O)c2cc(Br)cnc2O[C@H]1CN(C)S(=O)(=O)c1ccccc1 | 12
COc1ccc(CN(C)C[C@H]2Oc3c(NC(=O)Nc4ccc5c(c4)OCO5)cccc3C(=O)N([C@H](C)CO)C[C@@H]2C)cc1 | 5
Cc1ccc(S(=O)(=O)n2nc(-n3c(C)ccc3C)c3c(F)cccc32)c2ccccc12 | 10

Later entries
molecule | NSD2 inh
C[C@@H]1CCCCO[C@H](CN(C)S(=O)(=O)c2cccs2)[C@@H](C)CN([C@@H](C)CO)C(=O)c2cc(NS(C)(=O)=O)ccc2O1 | 0
COc1ccccc1Nc1nc(C2(C)CCC(=O)O2)cs1 (centres undefined) | 10
C[C@H](CO)N1C[C@H](C)[C@H](CN(C)C(=O)C2CC2)Oc2cc(C#Cc3cccnc3)ccc2S1(=O)=O | 0
C[C@@H]1CCCCO[C@@H](CN(C)C(=O)C2CCCCC2)[C@H](C)CN([C@H](C)CO)C(=O)c2cc(NC(=O)Cc3ccccc3)ccc2O1 | 6
C[C@@H]1CCCCO[C@@H](CN(C)C(=O)Nc2ccc(F)cc2)[C@H](C)CN([C@H](C)CO)C(=O)c2cc(NC(=O)CCCN(C)C)ccc2O1 | -5
CN1CCN(Cc2c(O)ccc3c(=O)c(-c4ccc(Cl)cc4Cl)c(C(F)(F)F)oc23)CC1 | -5
C[C@@H]1CN([C@H](C)CO)C(=O)c2cc(NS(C)(=O)=O)ccc2O[C@@H](C)CCCCO[C@H]1CN(C)S(=O)(=O)c1cccs1 | -6
CCCN(C)C[C@@H]1Oc2ncc(C#CCOC)cc2C(=O)N([C@H](C)CO)C[C@@H]1C | -1
O=C(CC(=O)c1ccc(O)cc1)OC[C@H]1O[C@@H](Oc2ccc(O)cc2)[C@H](OC(=O)c2ccc(O)cc2)[C@@H](O)[C@@H]1O | -1
C[C@@H]1CN([C@@H](C)CO)C(=O)c2cc(NC(=O)Cc3cn(C)c4ccccc34)ccc2O[C@H]1CN(C)Cc1ccncc1 | 4
COc1ccc(NC(=O)Nc2cccc3c2O[C@@H](CN(C)S(=O)(=O)c2ccccc2)[C@@H](C)CN([C@H](C)CO)C3=O)cc1 | -5
C[C@@H]1CN([C@H](C)CO)C(=O)c2cc(NC(=O)Cc3cn(C)c4ccccc34)ccc2O[C@@H]1CN(C)C(=O)Nc1ccc2c(c1)OCO2 | -1

A section from the list above, for reference:
molecule | NSD2 inh
C[C@H](CO)N1C[C@H](C)[C@H](CN(C)S(=O)(=O)c2ccccc2)Oc2ccc(NS(=O)(=O)c3cccs3)cc2CC1=O | 1
CC(=O)Nc1ccc(NC(=O)CSc2nnc3c4ccccc4n(C)c3n2)cc1 | 2
C[C@@H]1CCCCO[C@H](CN(C)CC2CCCCC2)[C@H](C)CN([C@H](C)CO)C(=O)c2cc(NS(=O)(=O)c3ccccc3)ccc2O1 | -3
C/C=C/c1cnc2c(c1)C(=O)N([C@H](C)CO)C[C@@H](C)[C@@H](CN(C)Cc1ccccc1)O2 | -6
CC(C)NC(=O)Nc1ccc2c(c1)C(=O)N([C@@H](C)CO)C[C@@H](C)[C@@H](CN(C)Cc1ccc(C(=O)O)cc1)O2 | 2
CC(C)CC#Cc1ccc2c(c1)O[C@H](CN(C)Cc1cccc(F)c1)[C@@H](C)CN([C@@H](C)CO)S2(=O)=O | -10
Cc1ccc(-n2ncc(N(C)N3CC(C)(C)C3=O)c(Cl)c2=O)cc1 | 7
C[C@H](CO)N1C[C@H](C)[C@@H](CN(C)Cc2ccc3c(c2)OCO3)Oc2c(NS(C)(=O)=O)cccc2C1=O | 15
C[C@H](CO)N1C[C@H](C)[C@@H](CN(C)Cc2ccc(-c3ccccc3)cc2)Oc2c(NS(=O)(=O)c3ccc(Cl)cc3)cccc2C1=O | i
C[C@@H]1CN([C@@H](C)CO)C(=O)c2cccc(NS(=O)(=O)c3cccs3)c2O[C@@H]1CN(C)Cc1ccc(Oc2ccccc2)cc1 | 27

Next results:
molecule | NSD2 inh
COc1ccc(S(=O)(=O)N(C)C[C@@H]2Oc3cc(C#CC4CCCCC4)ccc3S(=O)(=O)N([C@@H](C)CO)C[C@@H]2C)cc1 | -11
O=C(CCCCCC(=O)Nc1ccccc1O)N/N=C/C1=CCCCC1 | -1
COc1ccc(S(=O)(=O)N(C)C[C@H]2Oc3ccc(NC(=O)c4ccncc4)cc3CC(=O)N([C@H](C)CO)C[C@@H]2C)cc1 | -1
OCC(Cc1ccc2c(c1)OCO2)C(CO)Cc1ccc2c(c1)OCO2 (centres undefined) | -2
CNCCc1ccccn1 | -10
CC(=O)[C@H]1CCC2[C@@H]3CCC4=CC(=O)CC[C@]4(C)C3CC[C@@]21C (some centres undefined) | -2
CC(C)C#Cc1cnc2c(c1)C(=O)N([C@@H](C)CO)C[C@H](C)[C@H](CN(C)Cc1cncnc1)O2 | -1
COc1ccc(S(=O)(=O)N(C)C[C@H]2Oc3ccc(NS(=O)(=O)c4ccc(Cl)cc4)cc3CC(=O)N([C@H](C)CO)C[C@@H]2C)cc1 | -7
O=C(O)C[C@@H]1CC[C@@H](NC(=O)c2ccccc2F)[C@H](CO)O1 | 3
CC(C)(C)[C@H]1C=C(C(=O)N2CCOCC2)O[C@@H](OCCCCO)C1 | 3

Source: PubChem
